BAZ2B inh – inhibitors of human BAZ2B bromodomain; AlphaScreen BAZ2B-H3K14Ac peptide displacement; Q9UIF8; Potency, µM (series often up to 114 µM), for the others: at the top dose activity change, negative = inhibition, hits mostly inhibitors; 360,000 compounds, 4.4% hits; further: on the % scale 0 is the no-effect control and ±100 the full control effect; nearly all actives have a fitted effect of over 60% in size
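Multi-concentration screen (max 110 uM) measuring displacement of acetylated histone H3 peptide from BAZ2B by AlphaScreen, using 50 nM protein, 50 nM peptide and 10 ug/mL streptavidin donor plus Ni-chelate acceptor beads.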
Pol kappa inh – blocks human DNA polymerase kappa activity. Potency, µM (titrated, usually from 107 µM), for the others: top-dose activity, negative = inhibition, usual class: inhibitors. 400,000 compounds, 0.53% hits. purified Pol kappa, fluorescent DNA synthesis assay, 10 min; further: on the % scale 0 is the no-effect control and ±100 the full control effect
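Kinetic fluorescence readout at 0 and 10 min followed reaction start with substrate at 50 nM final. Beforehand, enzyme (10 nM Pol kappa) stood 15 min with compound at room temperature; buffer-only wells were negative controls.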
POLB inh – inhibitors of human DNA polymerase beta | 340,000 compounds, 1.3% hits | Pol beta primer extension/strand displacement, fluorescence kinetic | P06746 | AID 485314 | Potency, µM (doses to about 114 µM), for the others: at the highest dose activity change, negative = inhibition, usual class: inhibitors; further: on the % scale 0 is the no-effect control and ±100 the full control effect
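Pol beta (10 nM) and compounds were preincubated 15 min at room temperature, then 50 nM substrate (final) started primer extension/strand displacement. Reads were taken at 0 and 10 min; concentration-response data were fitted to a four-parameter Hill equation.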
APEX1 inh – inhibitors of human APE1 endonuclease | P27695 | recombinant APE1, TAMRA/BHQ-2 abasic DNA cleavage fluorescence | Potency, µM (doses to about 65.8 µM), for the others: at the top dose activity change, negative = inhibition, actives largely listed as inhibitors | 350,000 compounds, 0.35% hits;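 further: plate controls were vehicle for no effect and reference inhibitor for full effect; nearly all actives have a fitted effect of over 55% in size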
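APE1 at 0.75 nM final was preincubated with compound 15 min at room temperature, then 50 nM double-stranded THF abasic-site substrate (5'-TAMRA/3'-BHQ-2) was added. Fluorescence (ex 525/em 598 nm) was read kinetically; third-minus-first read gave activity.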
Apoferritin bind – candidate novel general anesthetic via apoferritin binding. apoferritin/1-aminoanthracene competitive binding, fluorescence. Potency, µM (highest dose often 77.5 µM), for inactives: at the top dose activity change, negative = displacement, usual class: inhibitors. 350,000 compounds, 0.074% hits. P02791; further: on the % scale 0 is the no-effect control and ±100 the full control effect; nearly all actives have a fitted effect of over 20% in size
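Probe: 1-aminoanthracene (50% saturated, PBS). Protein: horse-spleen apoferritin, 10 uM. Incubation: 10 min, room temperature. Detection: 380 nm excitation, 535 nm emission. Analysis: normalized response, four-parameter Hill.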
G9a block – inhibitors of human histone lysine methyltransferase G9a | 350,000 compounds, 8.8% hits | Potency, µM (highest dose often 102 µM), without a hit: at the top dose activity, negative = inhibition, most hits filed as inhibitors | Q96KQ7 | G9a H3K9 monomethylation, AlphaScreen, 2 h; further: on the % scale 0 is the no-effect control and ±100 the full control effect; nearly all actives have a fitted effect of over 75% in size
Target sequence (Q96KQ7 913-1193 limits assumed): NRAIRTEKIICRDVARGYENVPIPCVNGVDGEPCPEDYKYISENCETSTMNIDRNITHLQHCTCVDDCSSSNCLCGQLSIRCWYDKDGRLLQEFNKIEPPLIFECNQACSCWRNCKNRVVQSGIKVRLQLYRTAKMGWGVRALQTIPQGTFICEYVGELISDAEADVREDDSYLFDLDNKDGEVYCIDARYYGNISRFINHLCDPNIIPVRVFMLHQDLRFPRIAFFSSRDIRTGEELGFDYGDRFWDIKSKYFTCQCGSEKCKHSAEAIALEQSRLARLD
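G9a (20 nM) preincubated 15 min RT with compounds, then 500 nM biotinylated H3K9 peptide and 20 uM SAM added; 2 h RT reaction. Monomethyl-H3K9 product detected by AlphaScreen with anti-H3K9me1 antibody, streptavidin donor and anti-rabbit IgG acceptor beads.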
Pol eta inh – DNA polymerase eta (human) inhibition. Q9Y253. recombinant Pol eta, fluorescent DNA replication assay. Potency, µM (top dose mostly 114 µM), for the others: at the highest dose activity change, negative = inhibition, hits mostly inhibitors. 390,000 compounds, 1.2% hits. AID 588591; further: on the % scale 0 is the no-effect control and ±100 the full control effect
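Pol eta (10 nM) was preincubated with compounds for 15 min at room temperature, after which fluorescent replication substrate (50 nM final) was added to start the reaction. Fluorescence was read kinetically at 0 and 10 min.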
BLM inh – inhibitors of human Bloom syndrome helicase BLM; recombinant BLM DNA unwinding, fluorescence dequenching; Potency, µM (highest dose often 56.1 µM), without a hit: top-dose activity change, negative = inhibition, actives largely listed as inhibitors; 350,000 compounds, 0.2% hits; P54132;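 further: plate controls were vehicle for no effect and no enzyme for full effect; nearly all actives have a fitted effect of over 35% in size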
POLI inh – DNA polymerase iota (human) inhibition; Q9UNA4; Pol iota fluorescent replication assay, 10 min; Potency, µM (highest dose often 115 µM), for inactives: at the top dose activity, negative = inhibition, usual class: inhibitors; 390,000 compounds, 1% hits; AID 588590
Target sequence (Q9UNA4 whole entry, looked up): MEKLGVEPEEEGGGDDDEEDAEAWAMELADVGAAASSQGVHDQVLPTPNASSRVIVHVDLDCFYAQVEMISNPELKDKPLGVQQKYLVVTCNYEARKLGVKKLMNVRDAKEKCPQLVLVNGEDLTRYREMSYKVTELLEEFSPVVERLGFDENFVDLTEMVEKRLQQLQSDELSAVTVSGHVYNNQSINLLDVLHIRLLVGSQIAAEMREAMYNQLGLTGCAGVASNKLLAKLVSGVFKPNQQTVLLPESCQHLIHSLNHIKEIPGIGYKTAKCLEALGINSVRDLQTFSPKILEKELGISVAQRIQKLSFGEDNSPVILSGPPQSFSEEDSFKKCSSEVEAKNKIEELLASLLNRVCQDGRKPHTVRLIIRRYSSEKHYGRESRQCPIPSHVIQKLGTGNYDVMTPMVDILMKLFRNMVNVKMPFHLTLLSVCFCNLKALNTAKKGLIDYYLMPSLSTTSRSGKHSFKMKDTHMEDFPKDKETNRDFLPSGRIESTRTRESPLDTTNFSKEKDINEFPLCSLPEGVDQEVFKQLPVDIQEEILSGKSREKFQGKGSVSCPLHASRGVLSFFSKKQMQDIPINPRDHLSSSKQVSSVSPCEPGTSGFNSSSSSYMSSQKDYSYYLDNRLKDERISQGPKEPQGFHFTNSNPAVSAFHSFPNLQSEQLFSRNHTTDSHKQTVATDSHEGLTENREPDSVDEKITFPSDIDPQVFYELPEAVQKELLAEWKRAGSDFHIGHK
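Pol iota at 10 nM preincubated 15 min with compounds at room temperature; reaction started with fluorescent substrate, 50 nM final. Fluorescence read kinetically at 0 and 10 min; buffer-only wells as negative control.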
* = called active by the depositor; ? = inconclusive; / = not tested or not shown; [ ] = dose if it differs, or a comment. The call rests on the fitted dose curve; in most records, active means well fitted curve in the direction sought with a large enough effect; inconclusive means small, poorly fitted or top-dose-only effect, or another doubt; inactive means no such curve, though single readings can be large; an effect the other way counts as inactive or inconclusive. Potency means the concentration at half of the fitted maximal effect. This is a subset (hit frequency here may not be typical).

The line under a structure holds: BAZ2B inh	Pol kappa inh	POLB inh	APEX1 inh	Apoferritin bind	G9a block	Pol eta inh	BLM inh	POLI inh
#1 CCCCOc1ccc(C(CC(=O)NC)C(=O)O)cc1 (stereo not drawn)
  3%	-2%	-21%	-1%	1%	-2%	-13%	0%	-5%
#2 O=C(Cc1n[nH]c(=O)[nH]c1=O)N/N=C/c1cccc(Cl)c1
  21%	?	0%	3%	-5%	19%	-15%	11%	89µM*
#3 CN(C)c1ccc(/C=[N+](\[O-])C2SC(=S)N(C)C2(C)C)cc1 (stereo not drawn)
  7%	-13%	5%	-1%	?	0%[59 µM]	?	0%	6%
#4 COc1cccc(-c2ncc3ccccc3c2COC(=O)CCCC(=O)O)c1
  -1%	14%	/	50%[activator]	/	-18%[0.501 µM]	-14%	/	-1%
#5 CCOC(=O)c1sc(NC(=O)Cc2ccccc2OC)nc1C
  -30%	-5%	0%	20%	1%	40µM*	-1%	-4%	?
#6 Cc1ccc(OCc2nnc(SC3CCc4ccccc4C3=O)n2C)cc1 (stereo not drawn)
  -8%	-13%	5%	1%	-20%	?	-19%	1%	16%
#7 Cc1cccn2c(CN3CCCC(c4ccccc4)C3)c(C(=O)N3CCOCC3)nc12 (stereo not drawn)
  2%	-11%	37%	-8%	-7%	17%	-6%	-1%	72%[activator]
#8 CC1=C(C(=O)Nc2ccccc2)C(c2ccc(N(C)C)cc2)NC(=O)N1 (stereo not drawn)
  -7%	-2%	3%	-1%	-15%	-4%[12.7 µM]	1%	-5%	?
#9 Fc1ccc(N2CCN(c3ncnc4[nH]ncc34)CC2)cc1
  1%	-2%[60.1 µM]	5%	/	6%	-1%[59 µM]	-9%	3%	5%
#10 Cc1cnc(C(=O)OCC(=O)N(Cc2ccccc2)C(C)(C)C)cn1
  /	-4%	/	56%[activator]	/	/	-3%	/	57%[activator]
#11 CCOC(=O)C(C)(C)C(=O)C(C)(C)C(O)c1ccccn1 (stereo not drawn)
  2%	-2%	6%	4%	?	?	-18%	-1%	55%[activator]
#12 O=C1N/C(=C/c2cccs2)C(=O)N1Cc1ccccc1F
  -3%	5%	-14%	0%	-3%	16%	-17%	0%	23%
#13 COCCn1c(=O)c(CCc2ccccc2)nc2cnc(N(C)C)nc21
  /	-2%[60.1 µM]	/	0%	/	10%[0.501 µM]	/	2%	/
#14 COc1cc2c(cc1OC)C(COc1cc(C)cc(C)c1)N(C(C)=O)CC2 (stereo not drawn)
  -23%	-7%	13%	11%	-10%	-4%[59 µM]	-11%	-4%	-4%
#15 CC(=O)NC(Cc1ccccc1)C(=O)N1CCN(C(=O)c2ccco2)CC1 (stereo not drawn)
  1%	-11%	18%	0%	-4%	-15%[12.7 µM]	-7%	-2%	4%
#16 CCC1(c2ccc(Cl)cc2)NC(=O)N(CC(=O)NCc2ccc(F)cc2)C1=O (stereo not drawn)
  2%	4%	-15%	31%	0%	12%	-6%	-7%	13%
#17 COc1ccc(C(=O)N2CCN(c3ncccn3)CC2)cc1S(=O)(=O)N1CCOCC1
  8%	-7%	/	11%	/	10%[12.7 µM]	-17%	/	65%[activator]
#18 O=C(CCN1N=C(c2ccccc2)CCC1=O)NCC1COc2ccccc2O1 (stereo not drawn)
  -9%	-3%[60.1 µM]	-22%	-3%	-8%	6%[0.501 µM]	-17%	-3%	-8%
#19 CC1=CN(S(=O)(=O)c2ccc(C)cc2)C[C@@H]2c3ccccc3N(S(=O)(=O)c3ccc(C)cc3)[C@H]12
  /	3%	/	3%	/	/	4%	/	9%
#20 COc1cc(/C=C(\C#N)C(=O)c2ccc(O)c(O)c2)cc(I)c1O
  40µM*	0.42µM*	0.6µM*	6µM*	/	2.2µM*	0.89µM*	/	0.89µM*

Just Pol kappa inh, APEX1 inh and Pol eta inh, for some of the entries so far:
| item | SMILES | Pol kappa inh | APEX1 inh | Pol eta inh |
| --- | --- | --- | --- | --- |
| 17 | COc1ccc(C(=O)N2CCN(c3ncccn3)CC2)cc1S(=O)(=O)N1CCOCC1 | -7% | 11% | -17% |
| 11 | CCOC(=O)C(C)(C)C(=O)C(C)(C)C(O)c1ccccn1 (stereo not drawn) | -2% | 4% | -18% |
| 13 | COCCn1c(=O)c(CCc2ccccc2)nc2cnc(N(C)C)nc21 | -2%[60.1 µM] | 0% | / |
| 2 | O=C(Cc1n[nH]c(=O)[nH]c1=O)N/N=C/c1cccc(Cl)c1 | ? | 3% | -15% |

Continuation:
The line under a structure holds: BAZ2B inh	Pol kappa inh	POLB inh	APEX1 inh	Apoferritin bind	G9a block	Pol eta inh	BLM inh	POLI inh
#21 Cc1ccc(-c2cc(C(=O)NCc3ccccn3)no2)cc1
  -8%	-9%	5%	3%	3%	34%[59 µM]	2%	2%	6%
#22 COc1ccc(C2CC(=O)C=C(NCc3ccccc3)C2)cc1 (stereo not drawn)
  -12%	-12%	-3%	5%	-18%	0%	-10%	4%	0%[58.9 µM]
#23 CN(C)c1ccc(/C=N/n2cnn(Cc3ccccc3Cl)c2=S)cc1
  ?	-20%	2%	-5%	111%[activator]	4.5µM*	-1%	-9%	12%
#24 COc1cc(NC(=S)N2CCCCC2C)cc(OC)c1OC (stereo not drawn)
  -19%	-14%	-3%	2%	?	-49%	3%	-3%	62%[activator]
#25 COc1ccccc1Cc1nc2ccccc2nc1SCC(=O)Nc1c(C)cccc1C
  16%	-14%[60.1 µM]	-20%	/	-2%	58%[activator][59 µM]	-7%	-1%	5%
#26 O=C(c1cccc(S(=O)(=O)N2CCOCC2)c1)N(Cc1ccco1)Cc1cccs1
  -33%	1%	/	-2%	/	-10%[12.7 µM]	-16%	/	2%
#27 N=C1N(/N=C/c2ccccc2)C(=Nc2ccccc2)C(=S)N1c1ccccc1
  ?	-2%	1%	2%	-5%	10µM*	1%	-7%	-3%
#28 COc1ccccc1NC(=O)c1cc2c(CO)cnc(C)c2oc1=Nc1cccc(C(N)=O)c1
  1%	-2%	69%	-10%	5%	19%	-35%	-2%	18%
#29 CCN1C(=O)CC(c2ccccc2)N(C2CCCC2)c2nc(Nc3ccc(C(=O)NC4CCN(C)CC4)cc3OC)ncc21 (stereo not drawn)
  /	-8%	/	-5%	/	/	-25%	/	?
#30 O=C(CN1CCN(S(=O)(=O)c2ccccc2)CC1)Nc1ccc2c(c1)OCO2
  -6%	-13%	0%	-4%	-6%	-9%[12.7 µM]	0%	0%	0%
#31 COc1ccccc1N1CCN(C(=O)CN2C(=O)COc3ccc(S(=O)(=O)N4CCCCCC4)cc32)CC1
  ?	-15%	-2%	/	6%	2%[59 µM]	-11%	-12%	?
#32 COc1ccccc1NC(=O)C(NC(=O)c1ccc(C)cc1)c1ccccc1 (stereo not drawn)
  -17%	4%	12%	-20%	-11%	/	-13%	-5%	-7%
#33 O=C(O)c1cc2c(s1)-c1ccccc1CC2
  2%	-2%	-14%	-2%	3%	32%[59 µM]	-1%	0%	4%
#34 COc1ccccc1NC(=O)COC(=O)C1CCN(/C=C/C(=O)C(F)(F)F)CC1
  10%	-5%	44%	0%	-3%	20%	-13%	1%	-26%
#35 CCSc1cc(N2CCCC2)nc(-c2ccc(C)cc2)n1
  94%[activator]	?	0%	?	29%	100%[activator][59 µM]	4%	-1%	?
#36 O=c1c2cc(Br)ccc2[nH]c(=S)n1Cc1ccccn1
  -4%	-12%	19%	-4%	-18%	7.9µM*	-9%	4%	-1%
#37 CC(Oc1ccc(F)cc1)C(=O)Nc1ccccc1C(=O)N1CCCCC1 (stereo not drawn)
  2%	-8%	/	37%	/	17%[59 µM]	-8%	/	-8%
#38 COc1ccc(C2CC(=O)Nc3n[nH]c(-c4ccccc4)c32)cc1OC (stereo not drawn)
  -10%	-14%	-19%	-8%	3%	15%	-10%	-3%	163%[activator]
#39 O=C(NNC(=O)c1nc(Cl)ccc1Cl)c1ccc(F)cc1
  1%	5%	17%	20%	-7%	48%	-3%	-1%	31%[activator]
#40 CCSc1nnc(NC(=O)C(NC(=O)c2ccc(Cl)cc2)C(C)C)s1 (stereo not drawn)
  5%	4%	42%	3%	-14%	0%[59 µM]	-3%	-9%	17%
#41 COCCCC1CCN(C(=O)c2cc(COc3ccc(C)nc3)on2)CC1
  0%	-5%	32%	18%	-10%	44%[activator]	-13%	0%	4%
#42 COc1cccc(NC(=O)c2cnc(SC)nc2C)c1
  -2%	13%	37%	2%	5%	31%	-8%	0%	10%
#43 Cc1cc(Cl)c(OCCCNC2CCCC2)c(Br)c1
  ?	-4%	22%	13%	-10%	10µM*	-9%	2%	-3%

Among those listed so far, 2 contain a furan ring, fused or not.
The line under a structure holds: BAZ2B inh	Pol kappa inh	POLB inh	APEX1 inh	Apoferritin bind	G9a block	Pol eta inh	BLM inh	POLI inh
#15 CC(=O)NC(Cc1ccccc1)C(=O)N1CCN(C(=O)c2ccco2)CC1 (stereo not drawn)
  1%	-11%	18%	0%	-4%	-15%[12.7 µM]	-7%	-2%	4%
#26 O=C(c1cccc(S(=O)(=O)N2CCOCC2)c1)N(Cc1ccco1)Cc1cccs1
  -33%	1%	/	-2%	/	-10%[12.7 µM]	-16%	/	2%
